Source: PubChem BioAssay
Lipid storage S3: qHTS Assay for Lipid Storage Modulators in Drosophila S3 Cells; Drosophila S3 cells, BODIPY lipid droplet fluorescence, 18-24 h; cells fed with added oleic acid; Potency in µM for hits, for the others lipid storage change, negative = inhibition, % at the top dose, mostly 46.1 µM; 0.64% of 320,000 active; active = well fitted inhibition curve with a large enough effect in the signal ratio, with a control signal flat, not every such curve was filed as active; inconclusive = small, poorly fitted or top-dose-only effect, or effect the other way, or a change in a side signal; the % refers to the signal ratio
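Laser-scanning cytometry quantifies lipid droplet accumulation (500–530 nm total intensity; droplet/cell object ratio) in oleic acid-fed (400 uM added) Drosophila S3 cells treated with a concentration series. 20 uM Triacsin C defined 100% inhibition.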
Lipid storage S3 cell count max: further read-out of Lipid storage S3, marked with its call; cell number change, %; measured here: cell count max response;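 cells counted by Cell Tracker Red CMTPX staining in the red channel; peak over a dose series mostly up to 46.1 µM; percent activity relative to internal control wells on each plate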
* = called active by the depositor; i = inactive; ? = inconclusive; / = not tested or not shown; [ ] = another dose, or the depositor's remark. % is set by controls: 0 for no effect and ±100 for the full control effect; potency is the fitted concentration of half-maximal effect. The list is partial. The share of hits here may be higher or lower than overall.

Values run as follows: Lipid storage S3 | Lipid storage S3 cell count max
- COc1ccc(NC(=O)CN2CCN(c3c(C)cc(C)cc3C)CC2)cc1
→ ? | /
- CCCn1c(SCC(=O)N(C)CC(=O)Nc2ccc(Cl)cc2)n[nH]c1=O
→ 2% | 1
- CN(C)C(=O)c1cnc(Sc2ncc(C(F)(F)F)cc2Cl)n1C
→ ? | /
- COc1ccc(N(CC(=O)NC2CCCC2)C(=O)Cn2nnc(-c3ccc(C)o3)n2)cc1
→ i | -4
- CSc1nc(-c2ccccc2)c(-c2ccccc2)[nH]1
→ ? | /
- CC1CCc2c(sc3ncn(N)c(=N)c23)C1 (centres undefined)
→ 17% | 6
- Cc1ccc2cccc(Oc3cnccn3)c2n1
→ ? | /
- CCOC(=O)c1cc(-c2ccccc2)sc1NC(=O)c1ccc(OC)cc1
→ -15% | 14
- CNC(=O)CSc1nnc(-c2ccco2)n1-c1cccc(C)c1C
→ 17% | 19
- O=c1cc(-c2ccccc2)n(S(=O)(=O)c2ccccc2)o1
→ ? | /
- CCNc1ccc(S(=O)(=O)C(F)(F)F)cc1NC(=O)C12CCC(CC1)C2
→ 8% | 6
- O=C(CCCOc1ccc(Cl)cc1Cl)NCC1CCCO1 (centres undefined)
→ 0% | 3
- C=CCNC(=O)/C(C#N)=C/c1c(N2CCN(c3ccccc3)CC2)nc2c(C)cccn2c1=O
→ 0% | /
- COc1cc(C(=O)NC(=S)Nc2ccc(NC(=O)c3ccco3)cc2)cc(OC)c1OC
→ -7% | -24
- COc1ccc(-c2[nH]c(-c3ccc(C)cc3)nc2SCC(=O)Nc2nccs2)cc1
→ 4% | 4
- COc1ccc(-n2c(Cc3cccn3C)nnc2SCC(=O)Nc2ccc(C)c(Cl)c2)cc1
→ -18% | -19
- Nc1cccc(-c2nc3ccc(N)cc3s2)c1
→ ? | /
- COc1cccc(-c2csc(N3CCN(CC(=O)NNC(=O)c4ccc(Cl)cc4)CC3)n2)c1
→ 13% | 0
- CN(C)C(=O)c1ccc(Oc2ccc(C(=O)N(C)C)cc2)cc1
→ 17% | 10
- O=C(CN1C(=O)COc2ccccc21)Nc1ccc(N2CCOCC2)cc1
→ ? | /

The list goes on, overlapping the part above by three compounds.
Values run as follows: Lipid storage S3 | Lipid storage S3 cell count max
- COc1cccc(-c2csc(N3CCN(CC(=O)NNC(=O)c4ccc(Cl)cc4)CC3)n2)c1
→ 13% | 0
- CN(C)C(=O)c1ccc(Oc2ccc(C(=O)N(C)C)cc2)cc1
→ 17% | 10
- O=C(CN1C(=O)COc2ccccc21)Nc1ccc(N2CCOCC2)cc1
→ ? | /
- O=C(Nc1cc(Sc2ccccn2)cc([N+](=O)[O-])c1)c1cccc(F)c1
→ ? | /
- CCn1c(=O)cc(SCC(=O)N2CCN(c3ccccc3F)CC2)c2ccccc21
→ i | -8
- COc1ccccc1-c1nnc(SC/C(O)=C(\C#N)c2nc3ccccc3[nH]2)n1C1CCCCC1
→ ? | /
- Cn1c(SCC(=O)N2CCCCCC2)nnc1-c1ccco1
→ ? | /
- Cn1c(-c2ccc(F)cc2)cnc1NCc1ccccc1
→ i | /
- COc1ccc(N=C2NC(=O)C(CO)(CO)S2)cc1
→ ? | /
- Cc1c(Cl)cccc1NC(=O)CNC(=O)C1CCN(C(=O)Nc2ccccc2)CC1
→ ? | /
- COCCn1c(SCC(=O)Nc2cccc(S(N)(=O)=O)c2)nc2ccccc21
→ ? | /
- CC(C)NC(=O)/C(=N\O)c1ccccc1
→ ? | /
- CC1CCCN(C2(O)C(=O)Nc3c(C(F)(F)F)cccc32)C1 (centres undefined)
→ 0% | 9
- O=C(O)COCC(=O)Nc1ccc2c(c1)CCC2
→ ? | /
- O=C(/C=C/c1ccccc1)N/C(=C/c1ccccc1)C(=O)Nc1ccc(C(=O)O)cc1
→ -8% | 9
- CCOc1cc(N2CCOCC2)c(OCC)cc1NC(=O)CCS(=O)(=O)c1ccc(Cl)cc1
→ ? | /
- O=C1CCC(C(=O)Nc2cccc(S(=O)(=O)N3CCOCC3)c2)N1 (centres undefined)
→ ? | /
- Cc1ccc(O)c(NC(=O)c2ccccc2-c2ccccc2C(=O)O)c1
→ ? | /
- Cc1onc(-c2ccccc2Cl)c1C(=O)N1CCCCCC1
→ 26µM* | 0.8*
- COc1ccc(OC)c(NC(=O)Nc2cnccn2)c1
→ ? | /
- Cc1ccc2cc(CN(C(=O)c3cccs3)c3ccccc3)c(=O)[nH]c2c1
→ ? | /
- COc1ccc(CC(=O)N(C)CC(=O)Nc2ccccc2C(F)(F)F)cc1S(=O)(=O)N1CCOCC1
→ ? | /
- Cc1ccc(O)c(C2=Nc3ccccc3N=C(c3ccco3)C2)c1
→ ? | /

Going on with the list:
Values run as follows: Lipid storage S3 | Lipid storage S3 cell count max
- CCN1CCN(c2nc(N)c([N+](=O)[O-])c(Nc3cccc(C)c3)n2)CC1
→ ? | /
- Cn1cc(Cl)c(C(=O)NNC(=S)Nc2cccc(Cl)c2)n1
→ ? | /
- COc1cc(/C=N/n2cnc3c(sc4nc(C)cc(C)c43)c2=O)ccc1O
→ 15% | 15
- CC1CCCC(C)N1CCCNC(=O)c1nn(C)c2c1CSc1ccccc1-2 (centres undefined)
→ ? | /
- Cc1ccc(C2(CCNCc3ccco3)CCOC(C(C)C)C2)cc1 (centres undefined)
→ 12% | 12
- Cc1cc(N2CCN(C)CC2)nc2ccc(NC(=O)c3cccnc3Cl)cc12
→ ? | /
- Cc1ccc(Oc2c(F)c(F)nc(N3CCCC3)c2F)cc1
→ 14% | -1
- NC(=O)C1CCN(C(=O)c2cccc(CN3C(=O)c4ccccc4C3=O)c2)CC1
→ 3% | 14
- CC1CCN(S(=O)(=O)c2cccc(C(=O)Nc3ccccc3)c2)CC1
→ -17% | 19
- CC(C)c1cc(C(C)C)n2nc(N)nc2n1
→ ? | /
- COc1cccc(C2(c3cccc(OC)c3)CC2C(=O)Nc2ccc(F)cc2)c1 (centres undefined)
→ -7% | 14
- CC(C)(C)C(=O)CSc1nc2ccccc2o1
→ ? | /
- Cc1cc(C(=O)N2CCCC(C(=O)c3ccc4ccccc4c3)C2)n(C)n1 (centres undefined)
→ 26µM* | -15*
- O=C(NCc1ccccc1)C1(c2cccc(F)c2)CCCC1
→ ? | /
- O=C(CN1C2CCCC1CC(NC(=O)c1ccco1)C2)Nc1ccccc1 (centres undefined)
→ 13% | -16
- c1ccc2oc(-c3[nH]ncc3CN3CCSCC3)cc2c1
→ -15% | -20
- COCCNC(=O)C1CCN(S(=O)(=O)c2ccccc2)CC1
→ -8% | -6
- O=c1cc(CSc2nnnn2-c2ccc(O)cc2)nc2sccn12
→ ? | /
- O=C(C1CSC2(c3ccc(F)cc3)CCC(=O)N12)N1CCCCCC1 (centres undefined)
→ 18µM* | -5.6*
- O=S(=O)(c1ccccc1)N(CC(O)Cn1c2ccccc2c2ccccc21)c1ccccc1 (centres undefined)
→ -21% | -5

A second format for part of the listing above:
SMILES | Lipid storage S3 | Lipid storage S3 cell count max
CC1CCN(S(=O)(=O)c2cccc(C(=O)Nc3ccccc3)c2)CC1 | -17% | 19
O=c1cc(CSc2nnnn2-c2ccc(O)cc2)nc2sccn12 | ? | /
Cc1ccc(C2(CCNCc3ccco3)CCOC(C(C)C)C2)cc1 (centres undefined) | 12% | 12

Part of the list above, set out differently.
> Cc1cc(C(=O)N2CCCC(C(=O)c3ccc4ccccc4c3)C2)n(C)n1 (centres undefined)
  Lipid storage S3 = 26µM*
  Lipid storage S3 cell count max = -15*

> Cc1ccc(Oc2c(F)c(F)nc(N3CCCC3)c2F)cc1
  Lipid storage S3 = 14%
  Lipid storage S3 cell count max = -1

Additional compounds follow:
Values run as follows: Lipid storage S3 | Lipid storage S3 cell count max
- N#CCSc1nc2sc3c(c2c(=O)n1C1CCCCC1)CCCC3
→ ? | /
- CCOC(=O)C1CN(S(=O)(=O)c2ccc(OC)cc2)c2cc(Cl)ccc2O1 (centres undefined)
→ ? | /
- O=C(Nc1ccc(OCC(=O)N2CCOCC2)cc1)c1cncc(Br)c1
→ -3% | 9
- COC(=O)c1cn(Cc2cccc(C)c2)nn1
→ 16% | /
- Cc1cccc(-n2c(C)nc3sccc3c2=O)c1
→ -5% | 2
- O=C(c1ccco1)N1CCN(S(=O)(=O)c2cccc(C(F)(F)F)c2)CC1
→ ? | /
- O=C(O)c1cccc(NC(=O)C2C3C=CC(C3)C2C(=O)OCC(F)(F)C(F)F)c1 (centres undefined)
→ ? | /
- Cc1nnc(N2CCc3ccccc3C2)[nH]c1=O
→ ? | /
- C[C@H](NC(=O)c1nc[nH]c1C(=O)NCCCCCNC(=O)OC(C)(C)C)C(=O)OC(C)(C)C
→ 1% | 7
- COCC(C)n1c(SCC(=O)Nc2nccs2)nc2ccccc2c1=O (centres undefined)
→ ? | /
- C=CCNC(=O)/C(C#N)=C/c1ccc(C)o1
→ ? | /
- Nc1nnn(CC(=O)N/N=C/c2ccncc2)n1
→ ? | /
- Cc1ccc(NC(=O)CSc2nnc(C3CC3)n2N)cc1S(=O)(=O)N1CCOCC1
→ 8% | 12
- COc1ccccc1NS(=O)(=O)c1ccc(C)c(NS(=O)(=O)c2cc(C(=O)O)cc(C)c2C)c1
→ i[0.369 µM] | -16
- NC(=O)c1cc2ccccc2oc1=NCc1ccccc1
→ ? | /
- CCOC(=O)Cn1ccc(O)c(Cc2ccc(Cl)cc2Cl)c1=O
→ ? | /
- Cc1ccc(C)c(C(=O)c2c(C)nc3sccn23)c1
→ ? | /
- O=[N+]([O-])c1cccc(-c2c[n+]3c(n2-c2ccccc2)SCC3)c1
→ ? | /
- Cc1nc2ccccc2n2c(-c3ccccc3)c3c(=O)n(C)c(=O)n(C)c3c12
→ i | 18
- Cc1ccc2oc3c(c(=O)c2c1)C(c1ccc(F)cc1)N(CCCN1CCOCC1)C3=O (centres undefined)
→ ? | /

Next structures:
Values run as follows: Lipid storage S3 | Lipid storage S3 cell count max
- COc1ccc(Cl)cc1NC(=O)CSc1nncn1-c1cccnc1
→ ? | /
- COc1ccc(S(=O)Cc2ccc(C(=O)N3CCN(c4cccc(C)c4C)CC3)o2)cc1 (centres undefined)
→ 2% | /
- N#CCC(=O)NCCCc1ccccc1
→ 0% | -17
- Cn1nnc(NC(=O)CSc2ncn[nH]2)n1
→ -6% | -15
- CCn1nc(C)cc1-c1nnc(Sc2ncc([N+](=O)[O-])s2)n1C
→ ? | /
- COc1cc(OC)c(C(=O)OCC(=O)Nc2nnc(-c3ccccc3)o2)cc1OC
→ ? | /
- O=C1C2C3c4ccccc4C(c4ccccc43)C2C(=O)N1Cc1cccnc1 (centres undefined)
→ 7% | 16
- CN(C)C(=O)COC(=O)c1ccccc1OCC(=O)Nc1ccc(SC(F)F)cc1
→ 16% | 10
- COc1ccc(N2C(=O)C3CCCN3C2c2ccccc2F)cc1 (centres undefined)
→ -2% | -2
- O=C1Nc2cc(Cl)c(Cl)cc2N(O)N1c1ccccc1Cl
→ -4% | 2
- COc1cc(NC(=O)CCN2CCN(Cc3ccccc3)CC2)cc(OC)c1
→ ? | /
- Cc1ccc2nc(N(CCCN(C)C)C(=O)c3ccc4c(c3)CCCC4)sc2c1
→ ? | /
- CCc1cc2c(nc1CC)CCN(CC/C(C)=N/OC[C@H]1O[C@H](c3ccccc3)C=C[C@@H]1Oc1ccc(OC)cc1)C2
→ ? | /
- COc1ccc(C2=NNC(c3ccco3)=Nc3ccc(F)cc32)cc1
→ -8% | -10
- CN(C)c1ccc(NC(=O)c2ccncc2)c2ccccc12
→ i | /
- CCOC(=O)N1CCN(C(=O)c2cccc(S(=O)(=O)Nc3ccccc3Cl)c2)CC1
→ 8% | 10
- Cc1cccc(Oc2ccccc2N)c1
→ ? | /
- CC(NC(=O)c1c(O)c2ccccc2[nH]c1=O)c1ccccc1 (centres undefined)
→ ? | /
- COc1cc(C(=O)Nc2ccc3nc(N4CCOCC4)sc3c2)cc(OC)c1OC
→ 13% | 1
- Cc1nnc(SCc2cccc3ccccc23)n(N)c1=O
→ 22% | 9

(list continues)
Values run as follows: Lipid storage S3 | Lipid storage S3 cell count max
- COc1ccc(-c2csc(N(C)C(=O)c3cccs3)n2)cc1
→ 2% | 8
- O=C(C1=C[C@H](c2ccc(C(F)(F)F)cc2)C[C@H](OCc2ccc(CO)cc2)O1)N1CCCCCCC1
→ 9% | 5
- COc1cccc(-c2cc(=O)c3cc(NC(=O)c4ccc(Cl)cc4)ccc3[nH]2)c1
→ ? | /
- Cc1ccc(Sc2ncccc2C(=O)NCC(c2ccc(F)cc2)N2CCOCC2)c(C)c1 (centres undefined)
→ ? | /
- Cc1ccc(S(=O)(=O)/N=C(/Nc2ccc([N+](=O)[O-])cc2)c2ccccc2)cc1
→ i | 21
- O=C(c1cccnc1NCc1ccccc1)N1CCOCC1
→ ? | /
- O=C(C1CCCN(S(=O)(=O)c2cnc[nH]2)C1)N1CCN(c2ccc(Cl)cc2)CC1 (centres undefined)
→ i | 1
- CCOC(=O)C1(Cc2ccccc2C)CCCN(S(C)(=O)=O)C1 (centres undefined)
→ 22% | -18
- COc1cccc(N2CCN(C(=O)C3C4C=CC5(CN(Cc6ccccc6Cl)C(=O)C35)O4)CC2)c1 (centres undefined)
→ i | /
- CC(=O)c1cccc(NC(=O)C2C3CCC(C3)C2C(=O)O)c1 (centres undefined)
→ ? | /
- O=C(N/N=C/c1ccccn1)c1ccco1
→ i | /
- CCCN1CCC(NC(=O)Nc2cccc3ccccc23)CC1
→ 1% | /
- Cc1nc(S(=O)(=O)Nc2ccccc2C(=O)NCC2CC2)cn1C
→ 8% | -1
